# yeast sgs1 mgt1 = NCI yeast anticancer drug screen, S. cerevisiae sgs1 mgt1 strain; % growth inhibition at 50 µM; 10% of 78,000 active;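 note: 0% = growth of vehicle-only cultures of the same strain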
#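 Compounds are added to genetically altered yeast, and growth is compared with cultures given vehicle alone to give percent inhibition.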
# yeast cln2 rad14 = NCI yeast anticancer drug screen, S. cerevisiae cln2 rad14 strain | growth inhibition, % at 50 µM | 8.3% of 78,000 active | AID 165, 2004;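 note: 0% = growth of vehicle-only cultures of the same strain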
#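 cln2 rad14 yeast strain; compound exposure; growth inhibition read vs vehicle controls.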
# mec2-1 = NCI yeast anticancer drug screen, S. cerevisiae mec2-1 strain | growth inhibition, % at 50 µM | 9% of 79,000 active;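 note: 0% = growth of vehicle-only cultures of the same strain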
#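 Compounds were applied to mec2-1 yeast cells. Their growth was then compared with that of vehicle-treated cultures to give growth inhibition.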
# rad50 = NCI yeast anticancer drug screen, S. cerevisiae rad50 strain; % growth inhibition at 50 µM; 10% of 79,000 active; AID 155, 2004;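 note: 0% = growth of vehicle-only cultures of the same strain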
#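 Genetically altered yeast (DNA repair pathway); compound treatment; growth inhibition vs vehicle ctrl.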
# yeast mlh1 rad18 = NCI yeast anticancer drug screen, S. cerevisiae mlh1 rad18 strain; % growth inhibition at 50 µM; 11% of 79,000 active;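 note: 0% = growth of vehicle-only cultures of the same strain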
#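 Cells of a genetically altered yeast strain, deficient in DNA damage repair, were treated with compound. Their growth was then compared with that of vehicle-treated cultures to give inhibition.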
# yeast bub3 = NCI yeast anticancer drug screen, S. cerevisiae bub3 mutant strain. AID 167, 2004. 9.9% of 78,000 active. growth inhibition, % at 50 µM;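 note: 0% = growth of vehicle-only cultures of the same strain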
#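 Mutant yeast screening strain plus compound; vehicle-treated cultures serve as the 0% inhibition reference.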
# * marks the source's active call; other numbers are inactive results; & = joins results of further samples. Cut-off read from the data, not from the text of the source: active = growth inhibition above about 70%; inactive = the rest. Random draw from the library (roughly 14% active in at least one column).
SMILES	yeast bub3	rad50	yeast sgs1 mgt1	yeast cln2 rad14	yeast mlh1 rad18	mec2-1
O=C(O)C1CCC(C(=O)O)CC1 (stereo not drawn)	-3	-10	8	-13	2	0
CCCC(=O)c1ccc(O)cc1	4	5	-6	-13	0	3
O=C1c2ccccc2C(=O)N1CC(O)COc1ccccc1[N+](=O)[O-] (stereo not drawn)	19	7	-2	-6	-3	4
Cn1cc(S(=O)(=O)NC(=O)Nc2ccc(Cl)cc2)c2ccccc21	-20	-19	-1	30	-14	-10
CCCCC(OC(=O)c1ccccc1)c1cc(OC(=O)c2ccccc2)c2c(c1OC(=O)c1ccccc1)CC(C)=C(C)C2 (stereo not drawn)	48	84*	99*	53	56	50
C=CCN1C(=O)C/C(=C2/CCC(=O)N2CC=C)C1=O	2	-11	-16	4	-10	-27
Cc1cc(-n2cnc3c(Cl)ncnc32)ccc1N	11	11	1	5	-9	5
COc1cc2c3cc1Oc1c(O)c(OC)cc4c1C(Cc1ccc(O)c(c1)Oc1ccc(cc1)CC3N(C)CC2)N(C)CC4 (stereo not drawn)	-24	-22	-34	-5	-13	-47
O=C(O)c1ccc(O)c(C(=O)O)c1	-6	12	21	-15	17	11
Cc1cc(=O)[nH]c2c(C)cc(Cc3cc(C)c4[nH]c(=O)cc(C)c4c3)cc12	-3	2	-5	-8	-9	7
O=C(CS(=O)(=O)O)c1ccc(C(=O)CS(=O)(=O)O)cc1	-10	-11	-25	-22	20	-4
N#C/C(N)=C(\C#N)N=CNc1ccccc1N	28	-16	5	5	-18	-27
Nc1nc2ncc(CNc3ccc(C(=O)NC(CCC(=O)NC(CCC(=O)NC(CCC(=O)NC(CCC(=O)NC(CCC(=O)O)C(=O)O)C(=O)O)C(=O)O)C(=O)O)C(=O)O)cc3)nc2c(=O)[nH]1 (stereo not drawn)	-20	25	25	47	8	18
C=C(C(=C)n1nnc(C(=O)OC)c1C(=O)OC)n1nnc(C(=O)OC)c1C(=O)OC	66	27	51	53	60	52
O=C(Cn1ccc(O)cc1=O)c1ccc(Cl)s1	-3	-13	-14	-6	7	13
Oc1cc2c(cc1C(c1ccc(F)cc1)N1CCCC1)OCO2 (stereo not drawn)	38	33	40	-16	35	20
CCc1nc(Nc2c(CC)cccc2CC)c2cnn(-c3ccccc3)c2n1	-9	16	33	-26	8	0
COc1ccc(CCCCC(=O)O)cc1	-8	-12	-1	-3	-9	-3
Brc1ccc(C(c2ccc(Br)cc2)C(Br)Br)cc1	9	8	4	-12	8	1
CCCCNC(=O)c1cc2c(cc1Cl)Sc1nccn1S2(=O)=O	44	-1	1	9	29	0
O=C1C=C(c2ccccc2)CC1	13	-18	-6	8	1	3
CCCC(CCc1ccccc1)C(N)=O (stereo not drawn)	11	1	9	-7	-2	-6
O=[N+]([O-])c1ccc(/C=C/c2cc(-c3ccccc3)nc3ccc4ccccc4c23)cc1	-12	-11	10	3	4	5
C=CCSC(=S)Nc1nc2ccc([N+](=O)[O-])cc2s1	-11	-4	7	8	-6	9
CCCCNC(=O)OCCN=C1c2ccccc2C(Br)C(Br)c2ccccc21 (stereo not drawn)	98*	98*	97*	98*	98*	98*
Cc1cc(C)nc(NS(=O)(=O)c2ccc(NC(=O)c3ccc(Cl)c4c(Nc5ccc(S(=O)(=O)Nc6nc(C)cc(C)n6)cc5)c5ccccc5nc34)cc2)n1	28	28	28	34	30	41
CC(C)(C)c1cc(C(O)(C(F)(F)F)C(F)(F)F)c(Cl)c(C(O)(C(F)(F)F)C(F)(F)F)c1	100*	100*	100*	99*	100*	100*
COc1ccc(-c2ccc(CCNC(C)=O)cc2)cc1Cl	1	2	-4	-1	-6	-6
COc1ccc(C=Nc2ccccc2C(=O)O)cc1OC	16	-7	10	23	22	10
Cn1c(=O)c2c(ncn2C)n(C)c1=O	-16	4	0	13	14	-23
O=C(O)CCc1nc(-c2ccccc2)c(-c2ccccc2)o1	8	25	2	27	25	6
N#CC1NCNC1N (stereo not drawn)	-1	0	-7	1	-17	1
COC1/C=C/OC2(C)Oc3c(C)c(O)c4c(c3C2=O)C(N)=C(Nc2ccccc2)C(=NC(=O)C(C)=CC=CC(C)C(O)C(C)C(O)C(C)C(OC(C)=O)C1C)C4=O (stereo not drawn)	17	16	42	46	40	46
COC(=O)n1ncc2cc(N)ccc21	23	-1	2	9	0	13
CCNC(=O)Nc1nc2ccccc2s1	-24	-28	2	-91	-21	-13
C=C(C)CCC(=C)C	-35	49	42	30	42	14
O=[N+]([O-])c1ccccc1Sc1cccc(Sc2ccccc2[N+](=O)[O-])n1	-8	-1	9	-13	-4	15
O=C(Nc1ccccc1Cl)c1ccccc1O	-5	10	-3	-49	-16	-9
C/C(=N\O)c1ccc2nc(C)cc(Cl)c2c1	13	2	-2	-20	20	5
Clc1cccc(-c2nc3cccc4c3n2Cc2ncccc2-4)c1	1	-48	-42	-9	-44	-37
Nc1ncnc2nc(N=Nc3ccc(S(=O)(=O)O)cc3)[nH]c12	-6	4	-1	-23	-7	-21
C[N+]1(C)CCC2=CC(=O)CC(c3ccccc3)C2C1 (stereo not drawn)	-3	12	13	21	-12	-1
O=C1/C(=C/c2ccccc2)CCc2ccccc21	5	-3	-6	-7	25	-6
Cc1nn2c(c1C#N)NNc1c-2sc(=N)nnc1=O	-9	-2	14	-4	16	0
C#Cc1cccc(N2C(=O)CC(=P(c3ccccc3)(c3ccccc3)c3ccccc3)C2=O)c1	-3	4	14	6	-6	-1
COc1ccc(N)nn1	5	2	-9	8	-10	-7
Cc1ccccc1Nc1ccc([N+](=O)[O-])c2nonc12	19	22	68	13	18	3
O=[N+]([O-])c1ccc2cc(-c3ccccc3)cn2c1	-4	19	11	34	8	16
Cc1c(Cl)ccc(O)c1[N+](=O)[O-]	89*	92*	96*	85*	94*	92*
CCNc1ncnc2c1cnn2C	-3	0	2	-36	-8	-1

# (next part)
SMILES	yeast bub3	rad50	yeast sgs1 mgt1	yeast cln2 rad14	yeast mlh1 rad18	mec2-1
COc1cc2c3cc1Oc1cc(ccc1O)C[C@@H]1c4c(cc(OC)c(O)c4Oc4ccc(cc4)C[C@@H]3[N+](C)(C)CC2)CC[N+]1(C)C	-36	-23	-40	69	7	-43
COC(=O)c1ccc(OC(=O)Nc2ccc(C)cc2)cc1	14	-7	-8	-9	-7	-10
C=C1CC(CCCC2CC(=C)C(=O)O2)OC1=O (stereo not drawn)	-11	6	-4	-51	6	13
Clc1ccc(N=C2c3ccccc3CN2c2ccc(Cl)cc2)cc1	-22	-33	-14	-5	-14	-20
O=C(O)CCC(=O)c1ccc(Cl)cc1	2	2	-6	-23	-4	3
C[P+](Cc1ccccc1)(c1ccccc1)c1ccccc1	10	7	16	-6	23	9
CCOc1ccc(S(=O)(=O)OCC)cc1	-8	-16	-25	1	-20	-14
CCCCCCC1CC(=O)CC(=O)C1	19	34	60	46	56	28
CC(=O)OC1CC2CCCCC21 (stereo not drawn)	14	11	-1	37	2	7
O=C(c1ccccc1)C(CN1CCCC1)CN1CCCC1	20	4	21	-3	-6	15
CC#CCOCC(O)CO (stereo not drawn)	-12	8	26	19	16	-8
CCCCC(CC)C1OCC(O)CO1 (stereo not drawn)	-13	9	3	5	-14	3
CCOc1ccc(N=Nc2c(O)n(-c3ccccc3C)c(=S)n(-c3ccccc3)c2=O)cc1	3	23	16	54	33	7
O=C(Nc1cc(Cl)c(Oc2ccc(Cl)cc2)cc1S(=O)(=O)O)Nc1cccc(Cl)c1Cl	99*	99*	100*	98*	99*	100*
CCCCN(CCCC)CCCC(O)c1c2ccc(Cl)cc2nc2ccc(OC)cc12 (stereo not drawn)	48	18	19	26	71*	30
CCOC(=O)Nc1cc2c(c(N)n1)N=C(c1ccc(Cl)cc1Cl)CN2	-6	33	26	-5	-8	-30
C/C(=N\N(C)C)c1sc(-n2nc(-c3ccccc3)cc2-c2ccccc2)nc1C	11	11	18	-8	9	-10
COc1cc2c(c(OC)c1OC)-c1ccc(OC)c(=O)cc1C(NC(=O)COc1ccccc1)CC2 (stereo not drawn)	7	16	15	11	15	-29
CCC1N=C(N)N=C(N)N1c1ccc(Cl)c(Cl)c1 (stereo not drawn)	11	16	9	-9	38	12
CC(=O)Nc1ccc(-c2ccc(NC(C)=O)cc2)cc1	-1&-24	-15&-24	-1&-27	-43&-182	-21&-10	-25&-42
CCCC(=O)NC(C(=O)OCC)(N1CCOCC1)C(F)(F)F (stereo not drawn)	-15	-2	3	6	-25	3
O=C1SCC(O)=C1/C=N/Nc1nc2ccccc2o1	13	-12	27	32	12	6
c1ccc2cc3c(cc2c1)Nc1c2ccccc2nc2cccc-3c12	81*	54	79*	56	90*	70*
CC(=O)N(Cc1cccc(N)c1)c1ccc(C(=O)O)cc1	20	5	5	0	13	-3
CC(C)(C)OC(=O)C1=C2C=C(O)C=CC2(C)N(Cc2ccccc2)C1=N (stereo not drawn)	-25	-24	-36	-36	-50	-56
Cc1nc(-c2ccccc2)ncc1C(O)CN1CCCCC1 (stereo not drawn)	20	-22	18	-43	2	26
CCOC(=O)/C(I)=C/c1cc(OC)c(OC)c(OC)c1	28	-2	5	14	20	16
O=C(c1ccc(Cl)cc1)c1ccc(OCC(=O)N2CCN(c3ccccc3)CC2)cc1	-22	-14	0	5	-6	12
Oc1c(C(Nc2ccccn2)c2ccccc2)ccc2cccnc12 (stereo not drawn)	94*	95*	96*	93*	94*	94*
O=c1[nH]cc(F)c(=O)n1C1CCCCO1 (stereo not drawn)	35	46	71*	12	7	50
CN(C)C(=O)CC(C(=O)O)c1c[nH]c2ccccc12 (stereo not drawn)	-44	-37	-26	-9	-24	-26
O=C1CC(OC(=O)c2ccccc2)(c2ccccc2)OC(c2ccccc2)=C1c1ccccc1 (stereo not drawn)	2	60	41	18	13	13
CC(=O)NS(=O)(=O)c1ccc(N=NC2C(=O)N(C(=O)c3cccnc3)N=C2C)cc1 (stereo not drawn)	0	8	-6	2	-19	-5
CC(=O)OC[C@]1(O)CC[C@@]23CC1C[C@@H]2CCC1C(C)(C)CCC[C@@]13C (stereo partly drawn)	68	82*	65	72*	64	42
CC(C)(CCC(=O)O)c1ccc(O)cc1	1	-1	-2	-35	5	8
CCCCCCCCCCCCCCCCCC(=O)NC(=O)Nc1ccc(C)cc1	-10	-4	-10	-17	11	18
CCn1c2c(n(CC)c1=S)-c1c(n(CC)c(=S)n1CC)SSSS2	-19	-16	-44	15	-30	-19
CC(C)CCCC(C)C1CCC2(C)C3=CCC4C(C)(CCC(O)C4(C)C)C3=CCC12C (stereo not drawn)	93*	89*	98*	98*	91*	73*
Cc1ccc(C2OC3=C(Nc4ccc([N+](=O)[O-])cc4N3)C2=O)cc1 (stereo not drawn)	-4	10	9	13	3	8
Brc1cc(Br)cc(-c2nnc(-c3cccc4ccccc34)o2)c1	10	-14	0	24	-5	-16

# Part of the list above, as labelled records.
CC(C)CCCC(C)C1CCC2(C)C3=CCC4C(C)(CCC(O)C4(C)C)C3=CCC12C (stereo not drawn)
  yeast bub3: 93*; rad50: 89*; yeast sgs1 mgt1: 98*; yeast cln2 rad14: 98*; yeast mlh1 rad18: 91*; mec2-1: 73*

CC(=O)NS(=O)(=O)c1ccc(N=NC2C(=O)N(C(=O)c3cccnc3)N=C2C)cc1 (stereo not drawn)
  yeast bub3: 0; rad50: 8; yeast sgs1 mgt1: -6; yeast cln2 rad14: 2; yeast mlh1 rad18: -19; mec2-1: -5

CC(C)(CCC(=O)O)c1ccc(O)cc1
  yeast bub3: 1; rad50: -1; yeast sgs1 mgt1: -2; yeast cln2 rad14: -35; yeast mlh1 rad18: 5; mec2-1: 8

CCn1c2c(n(CC)c1=S)-c1c(n(CC)c(=S)n1CC)SSSS2
  yeast bub3: -19; rad50: -16; yeast sgs1 mgt1: -44; yeast cln2 rad14: 15; yeast mlh1 rad18: -30; mec2-1: -19

# Remaining list, next part
SMILES	yeast bub3	rad50	yeast sgs1 mgt1	yeast cln2 rad14	yeast mlh1 rad18	mec2-1
COc1ccc(C(=O)N2CCc3c([nH]c4ccccc34)C2C(=O)O)o1 (stereo not drawn)	-8	6	-16	-2	-18	0
O=C(NC1CCC(=O)N1C(=O)OCc1ccccc1)OCc1ccccc1 (stereo not drawn)	-9	-2	4	7	-6	4
NC(=S)N/N=C/c1ncccc1O	-8	24	8	-23	21	80*
N#C/C(=C\c1ccc(Cl)cc1)c1nc2ccccc2c(=O)[nH]1	2	12	-14	6	-53	18
CCOC(=O)C(C(=O)OCC)C(=O)c1ccccc1C(=O)c1ccccc1	52	61	57	15	81*	34
CC1(C)C2CCC1(C)C(CO)C2 (stereo not drawn)	-14	-3	-2	14	5	-7
